High-throughput results (PubChem BioAssay)
Kir21 block: inhibitors of mouse Kir2.1 inward-rectifier potassium channel. 310,000 tested, 0.85% active. P35561. B-score at 10 µM. HEK293-Kir2.1, FluxOR thallium flux fluorescence; active compounds read low;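 active = fluorescence ratio B-score at or below minus 3 SD of library scores, with starting-brightness B-score within 2 SD, cut at about -4.2 in these data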;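 note: channel flux triggered by added potassium and thallium sulfate stimulus; B-score of peak minus minimum fluorescence over baseline after thallium stimulus; more negative B-score means stronger Kir2.1 block with less thallium influx; some compounds called inactive have numbers as strong as hits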
Target sequence (P35561 whole entry, looked up): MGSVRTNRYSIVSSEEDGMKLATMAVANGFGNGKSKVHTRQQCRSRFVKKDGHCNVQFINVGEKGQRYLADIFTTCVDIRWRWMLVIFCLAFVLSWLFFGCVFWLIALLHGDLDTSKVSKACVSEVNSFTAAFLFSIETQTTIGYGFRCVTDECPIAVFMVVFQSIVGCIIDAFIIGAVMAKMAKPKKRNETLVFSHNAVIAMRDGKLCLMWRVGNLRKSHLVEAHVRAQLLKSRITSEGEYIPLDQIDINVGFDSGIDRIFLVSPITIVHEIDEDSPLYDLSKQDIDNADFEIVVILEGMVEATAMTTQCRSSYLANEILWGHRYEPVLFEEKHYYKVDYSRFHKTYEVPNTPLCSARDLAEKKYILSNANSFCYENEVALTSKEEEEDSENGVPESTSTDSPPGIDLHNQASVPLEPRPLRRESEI
CHT block: inhibitors of human choline transporter CHT; Q9GZV3; CHT-expressing cells, membrane potential dye, choline response; active compounds read low; B-score at 10 µM; 310,000 tested, 0.86% active; AID 488975;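 active = B-score over 3 SD under the library average, and starting fluorescence ratio not unusually high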;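 note: choline stimulus applied at its EC90 after an EC20 pre-addition; B-score computed on integrated fluorescence ratio after choline addition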
Target sequence (Q9GZV3 whole entry, looked up): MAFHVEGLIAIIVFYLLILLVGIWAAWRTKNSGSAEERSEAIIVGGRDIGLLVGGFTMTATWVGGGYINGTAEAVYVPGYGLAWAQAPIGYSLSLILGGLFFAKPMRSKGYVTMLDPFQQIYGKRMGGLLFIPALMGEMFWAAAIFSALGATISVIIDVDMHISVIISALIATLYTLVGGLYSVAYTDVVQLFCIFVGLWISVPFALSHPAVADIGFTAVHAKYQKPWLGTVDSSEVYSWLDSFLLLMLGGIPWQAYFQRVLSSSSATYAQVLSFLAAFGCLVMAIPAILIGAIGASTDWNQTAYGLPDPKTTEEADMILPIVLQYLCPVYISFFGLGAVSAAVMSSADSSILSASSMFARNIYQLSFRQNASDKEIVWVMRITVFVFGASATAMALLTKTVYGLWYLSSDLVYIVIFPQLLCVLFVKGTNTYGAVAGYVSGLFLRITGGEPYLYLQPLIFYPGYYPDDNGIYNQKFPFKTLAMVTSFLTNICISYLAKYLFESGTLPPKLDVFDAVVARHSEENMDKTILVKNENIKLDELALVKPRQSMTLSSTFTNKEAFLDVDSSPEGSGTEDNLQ
* hit, by the source's call; i = inactive; . = no result given; & = joins results of further samples.

SMILES	Kir21 block	CHT block
CN(CC(=O)Nc1c(Cl)cccc1Cl)C(=O)c1cccn1C	0.35	i
COc1ccc(C(CNC(=O)c2cc(C)on2)N(C)C)cc1 (stereo unspecified)	0	i
Cc1c(C)c2ccc(OCC(=O)c3ccccc3)cc2oc1=O	0.83	i
Cn1c(COc2ccccc2)nnc1SCC(=O)Nc1ccc2c(c1)OCO2	0.79	i
COc1cccc(NC(=O)c2cc(Cl)nnc2Cl)c1	-0.03	i
O=C(CSc1nc2ccccc2n1CC(=O)N1CCCC1)Nc1ccc2c(c1)OCO2	-0.11	i
CCc1nnc(NC(=O)CSc2nnc(-c3ccoc3C)n2CC(C)C)s1	0.5	i
CN(C)c1ccc(/C=N/NC(=O)c2ccco2)cc1	2.69	i
COC(=O)C(C)Oc1cc(OC(C)C(=O)OC)c2c(C)c(Cl)c(=O)oc2c1 (stereo unspecified)	2.58	i
CCNC(=S)NNc1nncc2ccccc12	0.47	i
CC(=O)OCCNc1cc(SCc2ccco2)c2nonc2c1[N+](=O)[O-]	-2.35	i
COc1cc(OC)cc(-c2cc3nc(C)c(CCC(=O)O)c(=O)n3[nH]2)c1	-3.19	i
C/C(CC(=O)Nc1ccc([N+](=O)[O-])cc1)=N/NC(=O)C1C2CCCCC21 (stereo unspecified)	-0.13	i
CCCNC(=O)c1cccc(NC(=O)C(C)C)c1	1.96	i
S=C(Nc1ccccc1)Nc1nccs1	0.81	i
CCOC(=O)C1(Cc2cccc(OC)c2)CCN(Cc2csc(C(C)=O)c2)CC1	-0.33	i
CC(C)OCCCN(C)C1CCN(S(=O)(=O)c2ccc(-c3cc(C(F)(F)F)no3)s2)CC1	0.52	i
COc1ccc(NC(=O)c2ccc(S(=O)(=O)C(F)F)cc2)c(OC)c1	0.2	i
Cc1ccc(CNC(=O)CCc2ccc(S(=O)(=O)NCC(C)C)cc2)cc1	0.85	i
CCN(CC)S(=O)(=O)c1ccc(-c2nnc(SCC(=O)Nc3nnc(C)s3)n2CC)cc1	-0.23	i
CC(=O)Nc1ccc(OC(=O)c2cccnc2)cc1	0.95	i
COc1ccc(C2=CC(c3ccc(Cl)cc3)n3cnnc3N2)cc1OC (stereo unspecified)	-1.8	i
C/C(=N\NC(=O)c1ccc(CN(C)S(=O)(=O)c2ccc(C)cc2)cc1)c1ccc(OC(F)F)cc1	-1.06	i
Cc1ccc(S(=O)(=O)N(CCO)Cc2cc3ccc(C)c(C)c3[nH]c2=O)cc1	1.74	i
CC(Cc1ccccc1)C(=O)N(C)Cc1ccccc1 (stereo unspecified)	-1.86	i
CCCCOc1ccc(S(=O)(=O)Nc2ccc(NC(C)=O)cc2)cc1	0.01	i
O=C(Nc1ccc(Br)cn1)c1ccc([N+](=O)[O-])o1	-0.28	i
CCCc1nc2ccccc2c(=O)n1/N=C/c1ccc(O)c(O)c1	-1.43	i
Cc1cc(C)n(-c2ccc(C(=O)Oc3ccc4c(c3)OCO4)cc2)n1	0.88	i
CCOc1ccc(NC(=O)CN(C)C(=O)CC(NC(=O)c2ccccc2)c2ccccc2)cc1OCC (stereo unspecified)	0.58	i
Cn1c(C(=O)NCCc2c[nH]c3ccccc23)cc2sccc21	-0.69	i
O=C(CN1C(=O)c2ccccc2S1(=O)=O)N1CCN(c2ccccc2)CC1	-0.9	i
O=C(CNC(=O)c1cccc(Cl)c1)N/N=C/c1cccnc1	-1	i
Cc1ccccc1NC(=S)Nc1cccc([N+](=O)[O-])c1	-0.67	i
Cc1sc(NC(=O)c2cccs2)nc1-c1ccccc1	0.8	i
COc1ccc(CCNC(=O)C2CCCN(c3nc(C)cc(C)n3)C2)cc1 (stereo unspecified)	-0.11	i
Nn1c(SCC(=O)Nc2ccccc2F)nnc1C1CCCCC1	-1.55	i
O=C1CN(C(=O)COC(=O)c2cccnc2Cl)c2ccccc2N1	-0.12	i
CCOC(=O)c1c(NC(=O)Cn2nc(C(F)(F)F)cc2C)sc(C)c1C	-0.04	i
COC(=O)c1c(C(C)=O)c(C)n(C)c1C	1.59	i
CCCCNS(=O)(=O)c1ccc(NC(=O)Cc2ccccc2[N+](=O)[O-])cc1	1.28	-6*
C/C(=N\NC(=O)C(O)c1ccccc1)c1ccc(C)s1 (stereo unspecified)	-0.12	i
CCN(Cc1ccccc1)S(=O)(=O)c1ccc(OC)c2ncccc12	-2.13	i
CC1(C)C2CC[C@]3(C)C(CC=C4[C@@H]5C[C@@](C)(CO)[C@@H]6C[C@@]5(CC[C@]43C)C(=O)O6)[C@@]2(C)CC[C@@H]1O (stereo partly specified)	0.42	i
COC(=O)C1(C)NC(c2ccc(O)cc2)C2C(=O)N(c3ccccc3)C(=O)C21 (stereo unspecified)	-1.33	i
Cc1ccc(NC(=O)CSc2nnc(C)c(=O)n2N)cc1	0.26	i
O=C(O)Cc1csc(-c2cccc(Oc3ccccc3)c2)n1	1.42&-1.63	i
COc1ccc(-n2cnnc2SC(C)C(=O)Nc2cccc([N+](=O)[O-])c2)cc1 (stereo unspecified)	-3.83	i
CC(C)C[C@H](NC(=O)c1nc[nH]c1C(=O)NCC(=O)OCc1ccccc1)C(=O)OCc1ccccc1	0.11	i
CCN1C(=O)C(Cc2nc3ccccc3c(=O)n2-c2ccccc2)c2ccccc21 (stereo unspecified)	1.51	i
O=C(CNC(=O)c1ccc2ccccc2c1)NCc1ccccc1F	-0.62	i
COc1cccc(OC)c1C(=O)Nc1ccccc1Sc1ccccc1	-0.54	i
CSc1cccc(N2CC(C(=O)N(CC(C)C)c3c(N)n(Cc4ccccc4)c(=O)[nH]c3=O)CC2=O)c1 (stereo unspecified)	0.06	i
O=C(N[C@@H](Cc1c[nH]c2ccccc12)C(=O)O)c1ccccc1Cl	0.1	i
COc1cccc(OC)c1C(=O)OCC(=O)Nc1cccnc1Cl	-0.2	i
CCc1ccc(NC(=O)CSc2nc3cc(C(=O)OC)ccc3c(=O)n2CC2CCCO2)cc1 (stereo unspecified)	1.07	i
COc1ccc(CCNC(=O)CCc2nnc(Cc3ccc4c(c3)OCO4)o2)cc1	0.53	i
COc1cc(NC(=O)N2c3ccccc3Sc3ccccc32)c(C(=O)O)cc1OC	-0.46	i
CCOc1ccc(S(=O)(=O)N2CCC(C(=O)NCC3CCCO3)CC2)cc1 (stereo unspecified)	0.42	i
COc1ccc(C(=O)N/N=C2\CCS(=O)(=O)c3ccc(F)cc32)cc1OC	1.83	i

Next results
SMILES	Kir21 block	CHT block
CCOC(=O)c1ccc(N2C=C(C(=O)OC)C(c3cccc(O)c3)C(C(=O)OC)=C2)cc1	-0.79	i
COc1ccc(-c2csc3ncnc(N4CCN(c5ccccc5)CC4)c23)cc1	0.13	i
COc1ccc(CC(=O)NCC2CCCN(Cc3ccc(OC(F)(F)F)cc3)C2)cc1 (stereo unspecified)	-1.33	i
N/C(=N\OC(=O)Nc1ccccc1)c1cccc(C(F)(F)F)c1	2.76	i
CN(C)C(=S)NCc1ccccc1	-0.25	i
Cc1ccc(NCc2nnc(SCC(=O)c3ccc4c(c3)OCCO4)o2)c(C)c1	-1.06	i
Fc1ccc(C2c3[nH]c4ccccc4c3CCN2Cc2ccoc2)cc1 (stereo unspecified)	-1.73	i
O=C1c2ccccc2C(=O)C1c1ccccn1	0.12	i
CC1(C)CC(=O)C2=C(C1)OC(N)=C(C#N)C2c1cn(-c2ccccc2)nc1-c1ccccc1 (stereo unspecified)	0.12	i
O=C(NNC(=S)NC(=O)c1ccco1)c1ccc(NC(=O)c2ccccc2)cc1	1.97	i
CCOP(=O)(OCC)c1nc(Cc2ccccc2)oc1NCc1ccccc1	-1.82	i
CCN(CC(=O)Nc1ccc(NC(C)=O)cc1)Cc1c(O)ccc2cc(Br)ccc12	-0.29	i
CN(C)S(=O)(=O)N1CCN(C(=O)N2CCOCC2)CC1	0.08	i
Nc1nonc1C(=O)NCCNCc1ccccc1OCc1ccc(F)cc1	-1.22	i
Cc1ccc(OCC(=O)NCCc2c[nH]c3ccccc23)cc1	-0.18	i
O=C(Nc1ccc(F)cc1)c1cccnc1	0.81	i
O=C(CSc1nc(-c2ccco2)cc(C(F)(F)F)n1)Nc1ccc2c(c1)OCO2	-0.67	i
CCOC(=O)CCCCNC(=O)Nc1ccccc1	0.26	i
N#CCCN(Cc1ccccc1)C(=O)Nc1ccc2c(c1)CCO2	-0.62	i
C=CCOc1ccc(/C=N/NC(=O)C(=O)Nc2ccccn2)cc1OC	0.48	i
CSC1=NSC2=NC(=O)/C(=C\c3coc4ccccc4c3=O)C(=N)N12	.	i
CSc1ccc(CN(C)CCc2ccccn2)cc1	0.54	i
CCCOc1ccc(C2C(C(=O)c3cc4ccccc4o3)=C(O)C(=O)N2c2cc(C)on2)cc1 (stereo unspecified)	0.05	i
CCCCCc1ccc(OCCCC[n+]2ccc(C)cc2)c(CCCCC)c1	-9.12*	i
CCOC(=O)c1cnc2c(C)cccc2c1NCCCN1CCOCC1	1	i
COc1ccccc1C(=O)N/C(=C/c1cccc([N+](=O)[O-])c1)C(=O)Nc1cccc(C(=O)O)c1	0.02	i
O=C(COC(=O)c1ccccc1O)NCCCc1ccccc1	0.15	i
COc1nc(NCCO)nc(Nc2cc(Cl)ccc2OC)n1	1.76	i
COC(=O)C1CCN(C(=O)CSc2nnc(-c3ccncc3)o2)CC1	0.07	i
Cc1nc2ccccc2n1/N=C/c1ccc([N+](=O)[O-])o1	-0.55	i
COC(=O)c1sccc1NC(=O)CN(C)NS(=O)(=O)c1ccc(Cl)cc1	-1.04	i
COc1nc(-c2ccccc2)cc(-c2ccc3c(c2)OCO3)c1C#N	-1.56	i
COc1ccc(CC(=O)NCCC2=CCCCC2)cc1	0.91	i
CCc1ccc(CN(C)Cc2nc(Cc3cccc(C(F)(F)F)c3)no2)nc1	-0.25	i
O=C(O)C1=C[C@H](c2cccs2)C[C@H](OCc2ccc(CO)cc2)O1	-0.81	i
CC(C)CN(C(=O)COC(=O)c1cccnc1Cl)c1c(N)n(Cc2ccccc2)c(=O)[nH]c1=O	1.46	i
CCOC(=O)Cn1c(C)c(Br)c(COC)c(C#N)c1=O	0.87	i
CC(=O)N(CN1C(=O)C2C3C=CC(C3)C2C1=O)c1cccc(Cl)c1 (stereo unspecified)	1.34	i
Cc1ccc(S(=O)(=O)Nc2cc(=O)[nH]c(SCc3ccccc3Cl)n2)cc1	-1.62	i
O=C(c1ccccc1)N1CCN(C(=O)c2ccc(OC(F)(F)F)cc2)CC1	-0.94	i
COc1ccc(-c2cc(C(F)(F)F)n3ncc(C(=O)Nc4c(C)n(C)n(-c5ccccc5)c4=O)c3n2)cc1	0.03	i
C=CCOc1ccc(C2C(C(=O)c3ccco3)=C(O)C(=O)N2c2nnc(C)s2)cc1 (stereo unspecified)	-1.47	i
O=C(NCCCNCCCNC(=O)c1ccc(/C=N/O)nc1)c1ccc(/C=N/O)nc1	-0.3	i
Cc1oc2c(c(C)cc3oc(=O)c(CC(=O)N[C@H](C(=O)O)C(C)C)c(C)c32)c1C	1.1	i
Cc1cc(Cl)ccc1OC(C)C(=O)Nc1ccc([N+](=O)[O-])cn1 (stereo unspecified)	0.03	i
Cc1ccc(C(=O)Nc2c(-c3cccs3)c(=O)c3ccccc3n2C)cc1	-0.09	i
CC(C)Cn1c(CN2CCN(C(=O)c3ccco3)CC2)nc2c1c(=O)n(C)c(=O)n2C	-0.42	i
CN(C(=O)c1ccc(OC2CCN(CCc3ccccc3)CC2)cc1)C1CCOCC1	-1.07	i
O=C(c1nc2ccc(Cl)cn2c1CN1CCCC(CO)C1)N1CCc2ccccc2C1 (stereo unspecified)	-1.39	i
COC(=O)c1[nH]c2cc(OC)ccc2c1NC(=O)CN1CCOCC1	-0.63	.
CC(C)(C)c1nc(Sc2ccc([N+](=O)[O-])cn2)n[nH]1	-0.4	i
COc1ccc(C2N(c3cccc(Cl)c3)C(=O)C3CCCN32)cc1 (stereo unspecified)	-0.03	i
CCOC(=O)/C(=N\Nc1ccc(Br)cc1)N1CC(C)OC(C)C1 (stereo unspecified)	1.9	i
COc1ccc(S(=O)(=O)N2CCN(Cc3ccccc3)CC2)c(C)c1	-0.55	i
CC(C)c1ccc(C2CC(=O)N3CN(Cc4ccco4)CSC3=C2C#N)cc1 (stereo unspecified)	0.35	i
CCOC(=O)C1CCN(c2ncnc3c(C)csc23)CC1	0.28	i
C[C@]12CC[C@@H]3c4ccc(O)cc4C(=O)C[C@H]3[C@@H]1CC[C@@H]2O	1.4	i
